# rCAG binder – r(CAG) repeat RNA binding; TO-PRO-1 dye displacement fluorescence; AID 651821; inhibition, % at 3 µM; hit rate 1.3% among 370,000;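 active means inhibition above the plate cutoff, the mean of all test compounds on that plate plus 3 SD, cut at about 35% in these data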;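 further: 0% = DMSO alone and 100% = 100 µM mitoxantrone as full dye displacement; higher means more dye released from RNA so lower well fluorescence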
# UHRF1 MBD2 ctr – human UHRF1 methylated DNA binding inhibitors; Q96T88; UHRF1 binding to methylated oligo, TR-FRET; inhibition, % at 4.4 µM; hit rate 0.75% among 370,000; in the data active means inhibition above about 21%;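 further: UHRF1 SRA domain binding a hemimethylated CpG hairpin DNA probe; 0% = median of test compound wells and 100% = reference inhibitor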
# TCR-CD3 inh – blocks the human TCR-CD3 interaction; TAMRA-labeled TCR probe fluorescence, biochemical; hit rate 0.37% among 360,000; AID 651800; inhibition, % at 9.4 µM; in the data active means inhibition above about 19%;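 further: recombinant mutant TCR 2C K166C tagged with TAMRA read by polarization; 0% = receptor in buffer alone and 100% = receptor with positive control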
# GC-A act – GC-A (human) enzyme activation; HEK293 GC-A cells, cGMP TR-FRET, EC30 ANP; 0% at EC30 ANP, 100% saturating ANP; activation, % at 10 µM; hit rate 0.14% among 370,000; in the data active means activation above about 40%
# NPR2 activator – GC-B (human) receptor activation | hit rate 0.11% among 370,000 | AID 1920062 | activation, % at 10 µM | HEK293-GC-B cells, CNP EC30, cGMP TR-FRET; 0% at EC30 CNP, 100% saturating CNP;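 active means activation at 10 µM reaching about 35% in either raw or pattern-adjusted values, limit read from the data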
# HTRA1 inhibitor – blocks human HTRA1 serine peptidase; recombinant HTRA1, FP-rhodamine activity-based probe, fluorescence polarization; Q92743; inhibition, % at 5.96 µM; hit rate 0.5% among 340,000; in the data active means inhibition above about 36%;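 further: 0% = enzyme with DMSO and 100% = wells lacking enzyme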
# SIAE inh – blocks human sialic acid acetylesterase; Q9HAT2; SIAE FP-Rh probe binding, fluorescence polarization; inhibition, % at 9.66 µM; hit rate 0.69% among 370,000;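 active means inhibition above a cutoff: mean of compounds within the control limits plus 3 SD of those, cut at about 17% in these data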;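 further: 0% = plate median of compound wells and 100% = probe without SIAE protein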
# MBD2 inh – blocks human MBD2 binding to methylated DNA; Q9UBB5; TR-FRET, MBD2 binding to methylated oligonucleotide; inhibition, % at 4.4 µM; hit rate 0.31% among 370,000; in the data active means inhibition above about 13%
# mABHD4 FP – inhibits mouse alpha/beta hydrolase domain 4 | purified mABHD4, FP-Rh probe fluorescence polarization | hit rate 0.54% among 370,000 | AID 720543 | inhibition, % at 8.92 µM;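 active means inhibition exceeding the mean over every tested compound plus 3 SD, cut at about 30% in these data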;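 further: 0% = plate median of compound wells and 100% = S159A mutant with DMSO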
# Target sequence (Q8VD66 whole entry, looked up, the tested form may be a part): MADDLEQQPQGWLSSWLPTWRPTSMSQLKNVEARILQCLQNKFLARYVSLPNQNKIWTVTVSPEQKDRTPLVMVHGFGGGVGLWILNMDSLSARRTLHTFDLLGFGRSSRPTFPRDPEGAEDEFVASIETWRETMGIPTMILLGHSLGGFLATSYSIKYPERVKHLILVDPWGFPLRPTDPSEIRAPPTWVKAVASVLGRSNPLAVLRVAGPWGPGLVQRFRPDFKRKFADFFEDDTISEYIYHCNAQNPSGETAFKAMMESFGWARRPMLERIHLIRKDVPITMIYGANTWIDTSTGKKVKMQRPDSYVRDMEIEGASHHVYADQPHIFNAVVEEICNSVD
#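 System: mouse ABHD4 enzyme, wild type / Medium: HEPES pH 7.0, NaCl, Pluronic buffer / Reagent: FP-Rh activity-based fluorescent probe / Control set: S159A mutant high control, sample median low control / Detection: fluorescence polarization with parallel and perpendicular emission, 525/598 nm / Schedule: 45 min + 60 min at 25 °C / Compound dosing: 8.92 µM, single dose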
# PRMT1 FP inh – inhibitors of human PRMT1 | recombinant PRMT1, activity-based probe fluorescence polarization | inhibition, % at 2.79 µM | hit rate 1.3% among 370,000;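 active means inhibition above about 21% made by adding two undisclosed values, limit read from the data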
# Target sequence (Q99873 whole entry, looked up): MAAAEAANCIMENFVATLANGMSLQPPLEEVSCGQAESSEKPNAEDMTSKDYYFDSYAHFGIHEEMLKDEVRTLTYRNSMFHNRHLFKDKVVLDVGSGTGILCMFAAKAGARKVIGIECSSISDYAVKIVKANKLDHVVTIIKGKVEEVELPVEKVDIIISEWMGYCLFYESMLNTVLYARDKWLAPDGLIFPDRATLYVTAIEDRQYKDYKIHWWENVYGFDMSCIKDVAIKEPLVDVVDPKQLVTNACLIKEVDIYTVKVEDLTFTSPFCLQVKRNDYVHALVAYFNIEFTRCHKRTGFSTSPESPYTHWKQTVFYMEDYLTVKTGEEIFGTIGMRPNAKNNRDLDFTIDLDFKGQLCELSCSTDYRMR
# * hit, by the source's call; · = not tested or not shown. An excerpt. The share of hits here may be higher or lower than overall.
SMILES,rCAG binder,UHRF1 MBD2 ctr,TCR-CD3 inh,GC-A act,NPR2 activator,HTRA1 inhibitor,SIAE inh,MBD2 inh,mABHD4 FP,PRMT1 FP inh
Cc1cc(C)cc(C(=O)NCC(=O)NCc2ccc(S(N)(=O)=O)cc2)c1,1,-2,4,-5,-6,0,0,0,1,0
COC(=O)c1c(-c2ccccc2Cl)noc1/C=C/N(C)C,12,6,2,-1,4,-68,2,-1,-12,-1
CC(=O)Nc1ccc2nc(NC(=O)COc3ccc([N+](=O)[O-])cc3)sc2c1,3,-2,4,4,-1,-2,-7,0,-3,1
Cc1ccc(OCc2cc(C(=O)N(C)C3CCCc4ccccc43)no2)cc1C (centres undefined),7,-1,7,2,-6,-33,-4,-10,-3,-3
CCNc1nc(Oc2ccc(=O)n(-c3ccccc3)n2)nc(N2CCOCC2)n1,0,-2,-6,-3,-3,-2,0,3,3,-2
Cc1ccc(CNC(=O)/C=C/c2cccs2)cc1,-2,-4,2,3,-6,-4,4,1,-2,-1
COc1ccc(NCc2nc3ccccc3n2C)cc1,-2,2,-2,-2,-5,4,4,9,4,4
O=C(N/N=C/c1ccc(OC(=O)c2ccco2)cc1)c1ccc[n+]([O-])c1,5,3,10,1,-1,4,-7,3,-5,-5
CCc1cc2cc3c(cc2nc1SCC(=O)Nc1nnc(C)s1)OCCO3,1,-3,5,-1,2,1,-3,1,8,-1
CC(=O)NC1=NN(C(C)=O)C(C)(c2ccccn2)S1 (centres undefined),-1,2,2,-3,2,-2,0,2,1,-1
CCN1C(=NCc2ccccc2)N[C@@H](c2ccccc2)[C@H](C(=O)OC)[C@H]1C,-2,9,-1,-7,-3,7,0,-1,6,0
COc1ccc(-c2nnc3sc(COc4ccc(C)cc4)nn23)cc1,0,1,-1,-2,-6,-2,-4,2,-6,2
Cc1cccc(Nc2ccc(S(=O)(=O)N3CCOCC3)cc2[N+](=O)[O-])c1,0,-5,-8,-1,7,-8,-7,-9,-4,-3
COCCCN1C(=O)C(CC(=O)NCC2CCCCC2)CC(C(=O)N2CCOCC2)=C1C (centres undefined),-2,0,-6,0,1,2,1,0,0,7
COC(=O)c1ccccc1NC(=O)Nc1ccc(C(=O)N2CCCC2)cc1,-3,0,-5,-2,-4,-3,6,0,-1,-1
CN(C)c1ccc(-c2[nH][nH]c(=O)c2NC(=O)c2ccc3ccccc3n2)cc1,11,17,2,-5,-4,·,9,8,18,5
CCC(=O)Nc1nc(C)c(Oc2ccccc2)c(=O)[nH]1,-2,1,-3,-2,0,7,-6,0,2,1
O=C(O)Cn1nnnc1SCC(=O)Nc1ccccc1F,2,26*,4,0,2,3,-1,9,3,0
COc1ccc(C2CC(=O)C(CS(=O)(=O)c3ccccc3)C(=O)C2)cc1 (centres undefined),4,3,-4,-5,4,·,4,7,2,9
O=C(NNc1ccccc1)c1ccccc1,2,-2,3,1,2,-5,12,-1,2,-4
Cn1c(=O)c2c(-c3ccccc3)n(Cc3cccnc3)cc2n(C)c1=O,0,1,-5,-7,-8,-1,1,-5,0,-2
CCC(c1nnnn1Cc1ccc(F)cc1)N(CCCO)Cc1cc2cc3c(cc2[nH]c1=O)OCO3 (centres undefined),-5,-8,-2,-4,0,2,10,-4,-1,3
O=C1C2C3C=CC(C3)C2C(=O)N1c1ccc2ccccc2n1 (centres undefined),0,-3,8,3,5,2,2,-5,-7,-2
COC(=O)c1cccc(S(=O)(=O)N2CCCC2)c1,1,1,2,3,-1,-2,0,0,-5,1
Cc1cccc(CNC(=O)C2CCC(=O)N(C3CCCC3)C2)c1 (centres undefined),-6,-2,8,-1,2,-2,3,3,5,4
CCN(CC)C(=O)[C@H]1C[C@H](CC(=O)NCCN2CCOCC2)C(=O)N2CCc3c([nH]c4ccc(Cl)cc34)[C@]12C,-2,-1,5,2,0,5,-3,5,2,-1
CCN(CC)CCNC(=O)CN1C(=O)COc2ccc(S(=O)(=O)N3CCOCC3)cc21,5,3,0,-2,1,-3,-4,-3,12,4
Cc1cc(=O)[nH]c(SCC(=O)N2CCN(S(=O)(=O)c3ccccc3)C2)n1,-3,6,1,-1,-2,11,-2,9,-3,-1
CCCC1=[N+](CC(=O)c2ccccc2)CCn2cccc21,6,0,-1,0,2,12,-5,-1,0,4
CCOC(=O)c1cccc(NC(=O)CSc2nnc(COc3ccccc3C)o2)c1,-4,-1,0,-3,-11,-7,-12,1,-1,1
COc1cccc(CN2CCNC(=O)C2CC(=O)NCCOc2cccnc2)c1 (centres undefined),-1,-1,5,3,0,5,1,2,6,1
Cn1cc(C2OC(=O)c3ccccc32)c2ccccc21 (centres undefined),0,0,3,-1,2,-3,-1,2,-1,-3
COc1cccc(-c2cc(C(=O)NC3CCCC3)c3ccccc3n2)c1,5,1,-1,-1,3,·,-3,2,-3,1
Cc1cc(Br)ccc1SCC(=O)OC/C(O)=C(\C#N)c1nc2ccccc2[nH]1,11,-1,-2,0,0,1,-10,-1,6,-2
O=C(NC1CC1(c1ccccc1)c1ccccc1)c1ccccc1 (centres undefined),-1,12,-3,-10,-7,-15,-5,5,-7,1
Cc1ccc(Sc2ccc(S(=O)(=O)Nc3ccc(CC(=O)O)cc3)cc2)cc1C,52*,2,1,1,-2,-32,-4,-3,-22,1
Cc1ccc(S(=O)(=O)N2CCC(C(=O)N[C@H](C(=O)NCC3CCCO3)C(C)C)CC2)cc1 (some centres undefined),-4,-1,2,-3,6,2,1,-1,1,0
O=C(CC1Sc2ccccc2NC1=O)NNc1cccc(Cl)c1Cl (centres undefined),3,0,-1,2,2,-2,-21,-6,4,-7
COc1ccc(CN2CCNC(=O)C2CC(=O)NC2CCCC2)c(OC)c1 (centres undefined),0,0,2,1,1,4,-4,3,3,-1
COc1ccc(OCc2cc(C(=O)NCCN3CCCc4ccccc43)no2)c(Cl)c1,0,-1,1,18,-7,-6,7,-3,5,-1
C=CCn1c(=S)[nH]c2cc(C(=O)N3CCN(c4ccccc4OC)CC3)ccc2c1=O,3,2,-2,3,2,-1,1,-6,4,-5
COc1ccc(C(c2nnnn2CC2CCCO2)N2CCN(c3ccccc3)CC2)cc1 (centres undefined),-2,4,-5,-3,-2,1,-4,4,3,2
N#Cc1ccc(-n2nnc3ccccc3c2=O)c([N+](=O)[O-])c1,-1,-3,5,-1,1,-6,0,-2,-2,-4
COCCn1c(SCC(=O)c2ccccc2)nc2ccccc2c1=O,-6,-1,-1,0,4,·,-6,-1,-12,-1
Cc1cc(SCC(=O)Nc2cccc(S(=O)(=O)NC3=NCCCCC3)c2)c(C)cc1Br,2,4,2,-5,-2,-57,-15,-1,-18,-1
O=C(CCN1C(=O)c2ccccc2C1=O)Oc1ccc2ccccc2c1,1,-1,4,-4,-12,4,0,-3,5,-3
COc1ccc(NC(=O)CCc2nnc3ccc(N4CCC5(CC4)OCCO5)nn23)cc1,-5,2,-3,-2,1,4,3,-1,3,5
O=C(OCc1c(F)cccc1Cl)c1cnc2ccccc2n1,1,0,0,5,-4,-2,-7,1,-13,-10
COc1ccc(/C=N/NC(=S)Nc2cccc(C(=O)O)c2)cc1,10,-2,-3,-3,-5,3,7,1,-2,3
O=C(O)c1ccccc1C(=O)N1CCN(c2ncccn2)CC1,-2,-1,5,2,2,8,2,-4,5,-6
CCOC(=O)N1CCN(S(=O)(=O)c2ccc3c(c2)SC(C)C(=O)N3)CC1 (centres undefined),-5,4,-7,0,1,-5,9,5,-8,7
COc1ccc(N2C(=O)CC(NNc3nc4ccccc4s3)C2=O)cc1 (centres undefined),-2,0,-6,1,-2,·,5,1,-1,1
O=C(Nc1ccc(F)cc1)Nc1nnc(Cc2ccccc2)s1,42*,-3,9,7,-2,-6,1,1,-7,0
CCOC(=O)C1(Cc2ccccc2C)CCCN(C(=O)c2cc(CC)nn2C)C1 (centres undefined),-11,0,-1,-6,-3,-2,2,0,2,-2
O=C(/C=C/c1ccc([N+](=O)[O-])cc1)N1CCN(Cc2ccccc2)CC1,-6,-1,6,2,1,-4,4,-5,-2,-3

# Among those listed so far, ten have a halogen:
SMILES,rCAG binder,UHRF1 MBD2 ctr,TCR-CD3 inh,GC-A act,NPR2 activator,HTRA1 inhibitor,SIAE inh,MBD2 inh,mABHD4 FP,PRMT1 FP inh
COC(=O)c1c(-c2ccccc2Cl)noc1/C=C/N(C)C,12,6,2,-1,4,-68,2,-1,-12,-1
O=C(O)Cn1nnnc1SCC(=O)Nc1ccccc1F,2,26*,4,0,2,3,-1,9,3,0
CCC(c1nnnn1Cc1ccc(F)cc1)N(CCCO)Cc1cc2cc3c(cc2[nH]c1=O)OCO3 (centres undefined),-5,-8,-2,-4,0,2,10,-4,-1,3
CCN(CC)C(=O)[C@H]1C[C@H](CC(=O)NCCN2CCOCC2)C(=O)N2CCc3c([nH]c4ccc(Cl)cc34)[C@]12C,-2,-1,5,2,0,5,-3,5,2,-1
Cc1cc(Br)ccc1SCC(=O)OC/C(O)=C(\C#N)c1nc2ccccc2[nH]1,11,-1,-2,0,0,1,-10,-1,6,-2
O=C(CC1Sc2ccccc2NC1=O)NNc1cccc(Cl)c1Cl (centres undefined),3,0,-1,2,2,-2,-21,-6,4,-7
COc1ccc(OCc2cc(C(=O)NCCN3CCCc4ccccc43)no2)c(Cl)c1,0,-1,1,18,-7,-6,7,-3,5,-1
Cc1cc(SCC(=O)Nc2cccc(S(=O)(=O)NC3=NCCCCC3)c2)c(C)cc1Br,2,4,2,-5,-2,-57,-15,-1,-18,-1
O=C(OCc1c(F)cccc1Cl)c1cnc2ccccc2n1,1,0,0,5,-4,-2,-7,1,-13,-10
O=C(Nc1ccc(F)cc1)Nc1nnc(Cc2ccccc2)s1,42*,-3,9,7,-2,-6,1,1,-7,0
